High-throughput results deposited in PubChem by several laboratories.
ABHD4 inh = ABHD4 inhibitors, primary screen, biochemical, fluorescence polarization, mouse; AID 720543, 2013; 370,000 compounds, 0.54% hits; inhibition, % at 8.92 µM; purified mABHD4, FP-Rh probe fluorescence polarization; (Lyso)-N-acylphosphatidylethanolamine lipase (Mus musculus), Q8VD66;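 active means inhibition exceeding the mean over every tested compound plus 3 SD, cut at about 30% in these data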;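 further: 0% = plate median of compound wells and 100% = S159A mutant with DMSO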
Target sequence (Q8VD66 whole entry, looked up): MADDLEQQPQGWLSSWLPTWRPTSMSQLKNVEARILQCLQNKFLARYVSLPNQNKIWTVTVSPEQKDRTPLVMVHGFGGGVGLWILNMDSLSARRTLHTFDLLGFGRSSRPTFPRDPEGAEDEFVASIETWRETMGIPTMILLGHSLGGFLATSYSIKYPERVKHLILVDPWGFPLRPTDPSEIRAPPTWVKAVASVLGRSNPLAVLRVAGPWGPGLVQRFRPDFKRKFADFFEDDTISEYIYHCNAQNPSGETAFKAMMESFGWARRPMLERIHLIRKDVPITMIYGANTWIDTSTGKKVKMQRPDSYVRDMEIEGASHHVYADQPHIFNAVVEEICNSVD
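Doses – 8.92 µM, single dose · Material – wild-type mouse ABHD4 protein · Replication – single well per compound (singlicate) · Measure – percent inhibition of probe binding, normalized to plate controls · Schedule – 45 min compound pre-incubation plus 60 min probe step, 25 °C · Detection – fluorescence polarization with parallel and perpendicular emission, 525/598 nm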
NR1D1 modulator = modulators of Rev-erb alpha DNA binding, primary screen, biochemical, FITC-DNA, fluorescence polarization, uHTS; 370,000 compounds, 0.79% hits; Nuclear receptor subfamily 1 group D member 1 (Homo sapiens), P20393; Rev-erbα–FITC-DNA binding, 90 min; activity, % at 10 µM;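 active means activity above about 14%, limit read from the data; passing the limit was not always enough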;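 further: 0% = DMSO wells with 35 nM protein and 100% = DMSO wells with 750 nM protein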
GC-A act = GC-A stimulated cGMP production enhancers – HEK293 GC-A cells, cGMP TR-FRET, EC30 ANP, primary screen. Atrial natriuretic peptide receptor 1 (Homo sapiens), P16066. activation, % at 10 µM. 0% at EC30 ANP, 100% saturating ANP. AID 1671463, 2021. 370,000 compounds, 0.14% hits; in the data active means activation above about 40%
ARFGAP1 inhibitor = inhibitors of rat ARFGAP1 GAP activity, primary screen, biochemical, fluorescence polarization, GDP tracer; 360,000 compounds, 0.26% hits; Arfgap1-stimulated ARF1 GTP hydrolysis, GDP FP detection; ADP-ribosylation factor GTPase-activating protein 1 (Rattus norvegicus), Q62848; AID 651572, 2012; inhibition, % at 16.5 µM;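 active means inhibition above a per-plate limit, mean inhibition of low control wells plus 3 SD, cut at about 25% in these data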;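 further: 0% = DMSO wells with enzyme and 100% = wells lacking Arfgap1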
Target sequence (Q62848 1-136 limits assumed): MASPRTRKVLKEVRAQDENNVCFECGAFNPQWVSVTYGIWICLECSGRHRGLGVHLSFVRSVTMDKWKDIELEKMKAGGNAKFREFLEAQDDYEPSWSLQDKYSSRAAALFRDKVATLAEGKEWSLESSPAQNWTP
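Material: rat Arfgap1 GAP domain (His6, aa 1-136), purified enzyme. Also added: human ARF1(Δ1-17)-GTP substrate. Compound dosing: 16.5 µM single point, 1.26% DMSO. Timing: enzyme reaction 120 min at 25 °C after 20 min preincubation. Signal: GDP detection by fluorescence polarization. Read-out basis: percent inhibition of GAP-stimulated GDP formation, scaled between DMSO and no-Arfgap1 medians.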
PG9 binder = binders of HIV-1 gp120 antibody PG9, primary screen, biochemical, TR-FRET. HIV-1 gp120 / PG9 antibody interaction. TR-FRET gp120-PG9 antibody binding. inhibition, % at 6.7 µM. 360,000 compounds, 0.43% hits. AID 624416, 2012; in the data active means inhibition above about 8.5%
SMARCA2 activ = SMARCA2 (BRM) function activators, primary screen, cell-based, luminescence, high throughput; MG213 cells, MMTV-luciferase reporter, dexamethasone, overnight; activation, % at 9.1 µM; 370,000 compounds, 1% hits; AID 652017, 2013; in the data active means activation above about 7.8%;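 further: 0% = vehicle wells and 100% = reference activator wells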
NPR2 activator = human GC-B receptor activators, primary screen, HEK293 GC-B cells, cGMP TR-FRET, EC30 CNP. 0% at EC30 CNP, 100% saturating CNP. activation, % at 10 µM. AID 1920062, 2024. 370,000 compounds, 0.11% hits. Atrial natriuretic peptide receptor 2 (Homo sapiens), P20594;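 active means activation at 10 µM reaching about 35% in either raw or pattern-adjusted values, limit read from the data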
rCAG binder = binders of r(CAG) RNA repeats, primary screen, biochemical, fluorescence; 370,000 compounds, 1.3% hits; inhibition, % at 3 µM; r(CAG) RNA repeat, TO-PRO-1 dye displacement fluorescence;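 active means inhibition above the plate cutoff, the mean of all test compounds on that plate plus 3 SD, cut at about 35% in these data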;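 further: 0% = DMSO alone and 100% = 100 µM mitoxantrone as full dye displacement; higher means more dye released from RNA so lower well fluorescence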
ASAP1 GAP inh = inhibitors of human ASAP1 ArfGAP activity, primary screen, biochemical, fluorescence polarization. Arf-GAP with SH3 domain, ANK repeat and PH domain-containing protein 1 (Homo sapiens), …. ASAP1-stimulated ARF1 GTP hydrolysis, GDP FP detection. inhibition, % at 16.5 µM. 360,000 compounds, 0.19% hits; in the data active means inhibition above about 25%;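 further: 0% = vehicle with enzyme and substrate and 100% = no enzyme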
HTRA1 inh = HTRA1 serine protease inhibitors, primary screen, biochemical, fluorescence polarization, HTS; recombinant HTRA1, FP-rhodamine activity-based probe; inhibition, % at 5.96 µM; 340,000 compounds, 0.5% hits; AID 504803, 2011; in the data active means inhibition above about 36%;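 further: 0% = enzyme with DMSO and 100% = wells lacking enzyme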
Target sequence (Q92743 whole entry, looked up): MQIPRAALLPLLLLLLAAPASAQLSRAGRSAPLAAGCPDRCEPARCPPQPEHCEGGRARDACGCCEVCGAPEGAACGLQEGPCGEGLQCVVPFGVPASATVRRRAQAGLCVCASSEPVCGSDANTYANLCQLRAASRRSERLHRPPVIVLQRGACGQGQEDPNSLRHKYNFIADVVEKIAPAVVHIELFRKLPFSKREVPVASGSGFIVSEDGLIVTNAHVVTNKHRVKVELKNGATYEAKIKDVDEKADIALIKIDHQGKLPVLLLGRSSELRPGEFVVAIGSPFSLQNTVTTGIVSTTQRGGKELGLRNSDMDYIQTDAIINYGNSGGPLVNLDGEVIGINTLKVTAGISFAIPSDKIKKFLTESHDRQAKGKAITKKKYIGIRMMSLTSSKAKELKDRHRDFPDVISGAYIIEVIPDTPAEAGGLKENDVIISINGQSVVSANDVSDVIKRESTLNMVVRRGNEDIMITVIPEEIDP
The depositor's hits bear a star; x = not tested or not shown.

SMILES	ABHD4 inh	NR1D1 modulator	GC-A act	ARFGAP1 inhibitor	PG9 binder	SMARCA2 activ	NPR2 activator	rCAG binder	ASAP1 GAP inh	HTRA1 inh
Cc1cc(C)c(C(=O)c2ccc(C(=O)NC(C)(C)C)cc2)c(C)c1	-2	-4	0	4	-3.1	0	7	-6	0	-15
Cc1c(OCC(=O)OC(C)C)ccc2c3c(c(=O)oc12)CCC3	-5	0	4	-6	-1.2	-5	-4	3	-14	2
Cc1[nH]c2ccccc2c1C1(O)C(=O)N(C(C)C)c2ccccc21 (stereo unspecified)	1	1	-25	-1	-2.9	-6	-18	8	3	-13
CCS(=O)(=O)c1ccc2c(c1)N(S(C)(=O)=O)CC(C(=O)NC1CC1)O2 (stereo unspecified)	13	-3	4	-1	1.6	1	-1	4	11	-2
CCN1CCN(C2=NC(=O)/C(=C/c3ccc(C)o3)S2)CC1	11	-2	-6	-13	-5.4	2	3	7	0	11
CCOCCCNC(=O)c1cc(Sc2ccc(F)cc2)nc2ccccc12	-10	-1	6	9	0.3	-2	8	-7	10	-1
CCN1C(=O)c2n[nH]c(C(=O)OC)c2C1=O	6	-2	0	4	-1.9	1	-1	-1	7	-3
O=C1CN(C(=O)COC(=O)COc2ccc3c(c2)CCC3)c2ccccc2N1	-7	-1	3	0	0.0	-3	-3	-4	-9	0
CCc1ccc(NS(=O)(=O)c2c(C(=O)N3CCOCC3)c(C)n(C)c2C)cc1	-11	-1	0	-1	-1.2	0	0	-2	-4	-2
O=C(O)c1ccc(/C=C/c2ccc3cccc(O)c3n2)cc1	25	2	-3	-5	-2.7	8.0*	-2	12	11	10
Cc1ccc(C)c(SCC(=O)Nc2nnc(-c3ccccc3)o2)c1	-1	4	0	9	-1.8	4	2	6	0	2
CC/C=C(\NC(C)=O)c1ccccc1	0	2	3	15	-0.1	0	8	-2	-2	-8
CC(=O)N1C(C(=O)O)Cc2c([nH]c3ccccc23)C1(C)C (stereo unspecified)	-3	-7	1	-10	-0.2	2	2	1	15	12
COCC(C)NC(=O)C1CC(=O)N(CCc2ccc(F)cc2)C1 (stereo unspecified)	-5	0	2	-8	-1.1	-2	-1	1	-9	0
O=C(OCc1cn(-c2ccc(Cl)c(Cl)c2)nn1)c1ccccc1Cl	1	0	3	0	0.1	-3	-5	-2	6	-4
NC(=S)Nc1cccc2cc3ccccc3cc12	25	6	-3	-1	-17	5	-5	15	-8	27
COC(=O)c1scc(S(=O)(=O)c2ccccc2)c1N	-1	2	-2	2	0.0	1	-4	-1	0	0
N#Cc1ccc(NC(=O)c2nc(-c3ccccc3)n(-c3ccccc3)n2)cc1	0	5	-9	15	-1.4	1	-7	0	9	0
O=C(Cn1cnc2scc(-c3ccc(Cl)cc3)c2c1=O)N1CCOCC1	-8	-5	-3	-1	-1.7	0	-7	5	-12	3
CCN1/C(=C2/SC(=S)N(NC(C)=O)C2=O)Sc2ccc(Cl)cc21	5	11	1	-5	-4.6	3	2	6	3	1

Laid out differently: three of the compounds above
SMILES | ABHD4 inh | NR1D1 modulator | GC-A act | ARFGAP1 inhibitor | PG9 binder | SMARCA2 activ | NPR2 activator | rCAG binder | ASAP1 GAP inh | HTRA1 inh
CCc1ccc(NS(=O)(=O)c2c(C(=O)N3CCOCC3)c(C)n(C)c2C)cc1 | -11 | -1 | 0 | -1 | -1.2 | 0 | 0 | -2 | -4 | -2
CCN1C(=O)c2n[nH]c(C(=O)OC)c2C1=O | 6 | -2 | 0 | 4 | -1.9 | 1 | -1 | -1 | 7 | -3
CCN1CCN(C2=NC(=O)/C(=C/c3ccc(C)o3)S2)CC1 | 11 | -2 | -6 | -13 | -5.4 | 2 | 3 | 7 | 0 | 11

(list continues)
SMILES	ABHD4 inh	NR1D1 modulator	GC-A act	ARFGAP1 inhibitor	PG9 binder	SMARCA2 activ	NPR2 activator	rCAG binder	ASAP1 GAP inh	HTRA1 inh
CCN(C(=O)COC(=O)c1ccc(OC)c(S(=O)(=O)N2CCCc3ccccc32)c1)C1CCS(=O)(=O)C1 (stereo unspecified)	1	0	-3	5	-1.2	-1	-1	-1	-7	-3
O=C(Nc1ccc(Cl)cc1)O[C@@H]1CC[C@@]23CCCN2C(=O)CCC[C@H]3C1	-5	2	-3	x	x	x	-8	x	x	x
COc1cccc(-c2nc(CS(=O)(=O)CC(=O)Nc3cccc(C(C)=O)c3)c(C)o2)c1	1	4	-29	4	-1.5	-3	5	3	-4	-4
O=C(CCC1CCCC1)Nc1cccn(Cc2ccccc2Br)c1=O	-3	2	-1	-11	-0.3	-2	4	-5	-13	-13
O=C(/C=N/NC(=O)c1ccc(Cl)cc1Cl)c1ccccc1	-8	5	0	-12	-1.1	4	-7	1	9	-4
O=C(OCCCc1cc2ccccc2c(=O)o1)c1ccccc1C(F)(F)F	-7	0	-2	6	-0.1	0	-11	-4	-8	-24
O=C(c1ccccc1)N1CCN(C2CC3CCC2C3)CC1 (stereo unspecified)	7	-2	3	8	0.6	-3	0	-8	-2	11
COc1cc(C2Nc3cc(C)c(C)cc3NC3=C2C(=O)CC(C)(C)C3)ccc1OC(C)=O (stereo unspecified)	1	4	-4	13	-5.6	-2	-8	-8	9	-6
CCc1nccn1S(=O)(=O)c1cc(OC)c(Cl)cc1OC	1	3	0	-5	1.6	-1	-2	-1	-4	4
COCCCNC(=O)Cn1nc(-c2cccc(OC)c2)ccc1=O	0	0	-1	-9	0.1	2	3	0	-2	-2
Cn1c(=O)oc2cc(S(=O)(=O)Nc3cccc(F)c3)ccc21	4	5	3	-7	0.1	1	2	3	18	8
Cc1ccc(N(CCO)C(=S)Nc2ccccc2)cc1	-2	-2	-5	4	-1.1	-4	0	1	-12	-13
COc1ccc(CSc2nnc(SCC(=O)Nc3ccc(S(N)(=O)=O)cc3)s2)cc1	-13	-4	-5	x	x	-5	-9	14	x	x
O=C1CSCC(=O)N1c1ncc(C(F)(F)F)cc1Cl	-2	11	3	-7	-0.4	-2	-8	1	-5	2
O=S(=O)(Nc1nc2ccccc2nc1NCC1CCCO1)c1ccccc1 (stereo unspecified)	1	6	-2	-11	-1.1	2	1	18	6	4
OC(c1ccc(Cl)c(F)c1)c1ncc(-c2cccc(C(F)(F)F)c2)[nH]1 (stereo unspecified)	-25	1	-2	11	-1.5	-8	-4	1	0	x
COc1ccc(NC(=O)CC2C(=O)N(C)C(=S)N2Cc2ccco2)cc1 (stereo unspecified)	7	-1	-1	16	-2.0	1	-8	4	4	-4
CCN(CC)c1ccc(/C=C/c2cc(-c3ccccc3)c3ccccc3n2)cc1	-110	0	13	-2	3.3	2	-1	7	11	25
COc1ccc(OC)c(N(CC(=O)N2CCN(Cc3ccccc3)CC2)S(C)(=O)=O)c1	0	-1	4	-12	0.5	-2	-1	-9	-3	-6
COc1ccc(S(=O)(=O)Nc2ccccc2C(N)=O)cc1OC	-7	0	-1	5	-0.4	-1	7	1	-7	x
O=C(Nc1cc2c3c(c1)CC(=O)N3CCC2)c1ccccc1C(F)(F)F	1	2	2	-6	0.4	0	-2	1	-13	-1
CC(=O)c1cn(CC(=O)NCC2CCCO2)c2ccccc12 (stereo unspecified)	0	-7	1	0	-0.3	-4	3	2	-11	-6
CC(=O)Nc1c(O)c2ccccc2[nH]c1=O	2	-1	-2	-3	0.4	-1	0	-4	4	7
Cc1cccc(C)c1NC(=O)C(c1ccccc1)N1CCOCC1 (stereo unspecified)	-10	4	-2	-1	-1.4	-2	0	1	-6	12
O=C(c1cc(F)ccc1F)N1CCC(Oc2cccnc2)CC1	0	1	3	x	x	0	-1	1	x	x
CC1CCc2[nH]c3ccc(C(=O)N4CCCC(C(F)(F)F)C4)cc3c2C1 (stereo unspecified)	-13	2	2	1	-0.1	-2	-1	-6	2	-26
COc1cccc(C(=O)Nc2ccncc2)c1OC	3	11	-3	2	0.4	-4	0	0	-22	-4
CCc1nnc(NC(=O)c2cc(S(=O)(=O)N3CCOCC3)ccc2N2CCCCC2)s1	5	-6	9	5	-1.4	-2	8	-6	-15	-6
NC(=O)CCCc1nc(-c2ccccc2)no1	9	-4	5	-13	0.7	4	-2	0	-11	4
CN1CCC2CC1c1cc(-c3ccc(C(F)(F)F)cc3)ccc12 (stereo unspecified)	-1	-5	0	1	-0.3	-2	1	2	9	6
O=C(NCC(=O)N(c1ccc(F)cc1)C(C(=O)NC1CCCC1)c1cccnc1)c1cccs1 (stereo unspecified)	-1	0	2	-5	-2.5	0	-5	-4	13	3
Cc1nccn1CCC1CCCCN1C(=O)CCc1nnc(-c2ccsc2)o1 (stereo unspecified)	2	1	1	0	-0.8	0	-3	-4	-2	-2
Cc1ccc(NC(=S)N/N=C/c2ccc(Cl)c([N+](=O)[O-])c2)cc1	-2	-1	6	-1	-2.3	0	-12	3	-3	-6
COC(=O)c1cc(Cl)c(NC(=O)Cc2ccccc2)cc1OC	3	0	8	3	-1.1	-3	-1	-1	8	-7
CCOc1cc(-c2cc(-c3ccc(OC)cc3)nc(N)c2C#N)ccc1O	-28	32*	11	4	2.3	0	26	9	-1	-20
CCCCCCCCN1C(=O)[C@@H](CC(=O)N2CCC(c3ccccc3)CC2)C[C@@]2(C(=O)OC)C1=C[C@H](C1CCCC1)O[C@@H]2C	0	-6	-3	13	0.6	4	5	3	8	x
CS(=O)(=O)N(CC(=O)NCc1ccccc1Cl)C1CCCCC1	1	-2	2	6	0.2	-1	3	-4	-12	4
COc1cccc(CNC(=O)CCC(=O)N2CCOCC2)c1	5	-3	-1	7	1.3	-3	-1	0	-4	6
O=[N+]([O-])c1ccc(OCCn2cnc3ccccc32)cc1	0	0	2	-12	1.9	-1	4	-3	-1	-1
CCOC(=O)N1CCC(NC(=O)Cc2ccccc2)CC1	-7	4	-2	7	-0.7	-5	0	-5	1	-5
CC(C)=CCCC(C)CN1CCC(O)CC1 (stereo unspecified)	7	-4	3	11	-1.2	4	3	0	-3	2
COC(=O)c1ccc(NC(=S)N2CCN(Cc3ccc(Cl)cc3)CC2)cc1	-8	3	10	2	-1.1	0	6	-3	1	-22
Cc1ccc(N=Cc2sc(O)c3ccccc23)c(C)c1	-9	6	-11	-1	-0.7	-1	-12	2	-8	2
